High-throughput results (PubChem BioAssay)
Bcl-xL primary: Bcl-xL (human) inhibition; Q07817; GST-Bcl-xL / FITC-Bim BH3 peptide fluorescence polarization; inhibition, % at 10.9 µM; 320,000 compounds, 0.7% hits;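 active = inhibition above the mean of all tested compounds plus 3 SD, cutoff set per campaign, cut at about 30% in these data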;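 note: 0% = DMSO wells and 100% = unlabeled Bim-BH3 peptide competitor; inhibitors lower millipolarization by displacing the labeled peptide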
Target sequence (Q07817 whole entry, looked up): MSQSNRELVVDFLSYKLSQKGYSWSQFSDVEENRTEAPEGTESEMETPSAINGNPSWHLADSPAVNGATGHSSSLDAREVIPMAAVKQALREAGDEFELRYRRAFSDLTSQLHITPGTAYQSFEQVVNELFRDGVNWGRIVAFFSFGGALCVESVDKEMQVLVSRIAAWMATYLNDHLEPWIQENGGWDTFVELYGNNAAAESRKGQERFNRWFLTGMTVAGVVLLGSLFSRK
ZTA counter: counter-screen for EBNA-1 inhibitors: inhibitors of Epstein-Barr virus ZTA | P03206 | ZTA-DNA binding, fluorescence polarization | inhibition, % at 11 µM | 320,000 compounds, 0.15% hits; in the data active = inhibition above about 33%
Target sequence (P03206 whole entry, looked up): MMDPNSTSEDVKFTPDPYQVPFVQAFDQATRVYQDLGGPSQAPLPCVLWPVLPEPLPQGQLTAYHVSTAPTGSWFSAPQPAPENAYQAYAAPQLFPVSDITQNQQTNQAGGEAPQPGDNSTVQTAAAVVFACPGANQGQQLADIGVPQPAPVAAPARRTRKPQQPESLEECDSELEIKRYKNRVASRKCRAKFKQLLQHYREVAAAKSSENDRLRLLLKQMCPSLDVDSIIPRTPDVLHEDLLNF
MEX-5 binding: C. elegans MEX-5 TCR-2 RNA binding activity; 300,000 compounds, 0.38% hits; Q9XUB2; MEX-5/FITC-TCR2 RNA binding, fluorescence polarization; stronger effect = lower value; activity score (negative = inhibition of binding), % at 10 µM;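 active = inhibition past about -25% in most replicates, and total fluorescence under double the plate's negative control median, limit read from the data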;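 note: 0% = DMSO and -100% = 5 µM competing unlabeled TCR2 RNA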
Efflux pump mplx: blocks antifungal efflux pumps in multiplex yeast assay; S. cerevisiae Candida pump triplex, Nile Red efflux; inhibition, % at 10 µM; 330,000 compounds, 0.44% hits;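 active = plate passing quality check with inhibition over a set limit, or well fluorescence over plate mean plus 4 SD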;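 note: Nile Red retained in pooled yeast measured as flow cytometry median fluorescence; 0% = buffer negative control and 100% = Enniatin B positive control; higher means more Nile Red kept so more efflux inhibition; some compounds called inactive have numbers as strong as hits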
EBNA-1 inh: blocks EBNA-1 binding to DNA; AID 1950; 300,000 compounds, 0.34% hits; inhibition, % at 14.8 µM; EBNA-1 DNA binding, fluorescence polarization; in the data active = inhibition above about 28%
GLD-1 RNA inh: GLD-1-TGE RNA interaction inhibition (C. elegans); inhibition, % at 5.96 µM; Q17339; purified GLD-1 + fluorescein TGE RNA, fluorescence polarization; 320,000 compounds, 0.44% hits;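 active = percent inhibition above a per-plate cutoff, the plate mean of test compounds plus 3 SD, cut at about 30% in these data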;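 note: 0% = DMSO wells with GLD-1 and probe and 100% = wells lacking GLD-1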
Yeast superoxide: lowers age-related superoxide in aged yeast cells | 330,000 compounds, 0.18% hits | S. cerevisiae aged cells, superoxide DHE fluorescence; stronger effect = lower value | superoxide response (% of plate mean), % at 10 µM;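 active = superoxide response under a set limit, about three screen SD below normal, cut at about 65% in these data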;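 note: yeast aged for seven days with compound at 30 °C before DHE staining; 100% = average MFI of all compound-treated wells on the plate with controls excluded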
Fam108B counter: counter-screen for RBBP9 inhibitors: inhibitors of mouse Fam108B; recombinant Fam108B, FP-Rh probe fluorescence polarization; inhibition, % at 9.51 µM; 300,000 compounds, 0.33% hits;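 active = inhibition above the screen mean inhibition plus 3 SD, computed separately per campaign, cut at about 18% in these data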;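 note: inhibitors lower polarization as less probe binds the enzyme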
MCL1 BIM primary: MCL1-BIM-BH3 interaction inhibition (human). Q07820. GST-MCL1 / FITC-Bim-BH3 fluorescence polarization. inhibition, % at 10.9 µM. 320,000 compounds, 0.68% hits;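 active = inhibition above the mean inhibition of all tested compounds plus 3 SD, set per campaign, cut at about 40% in these data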;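 note: 0% = DMSO wells and 100% = unlabeled Bim-BH3 peptide control; higher means more loss of mP so more displacement of Bim peptide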
Target sequence (Q07820 whole entry, looked up): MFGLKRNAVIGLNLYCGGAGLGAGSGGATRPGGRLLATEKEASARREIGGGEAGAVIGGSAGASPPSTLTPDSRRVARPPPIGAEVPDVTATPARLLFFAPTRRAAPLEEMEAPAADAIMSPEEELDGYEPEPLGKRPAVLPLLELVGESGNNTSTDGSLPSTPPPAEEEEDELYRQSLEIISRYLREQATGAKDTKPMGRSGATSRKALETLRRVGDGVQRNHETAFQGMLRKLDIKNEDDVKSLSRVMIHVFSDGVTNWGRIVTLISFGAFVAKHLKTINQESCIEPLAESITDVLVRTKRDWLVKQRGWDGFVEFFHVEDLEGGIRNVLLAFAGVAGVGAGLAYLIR
Starred values were filed as active, the others as inactive; nt = no result given.

canonical_smiles	Bcl-xL primary	ZTA counter	MEX-5 binding	Efflux pump mplx	EBNA-1 inh	GLD-1 RNA inh	Yeast superoxide	Fam108B counter	MCL1 BIM primary
C=CCOc1ccc(CN(C)Cc2nc3cc(C(F)(F)F)ccc3c(=O)[nH]2)cc1	10	1	0.4	-0.1	1	14	95	1	5
COc1ccc(NC(=O)COc2ncnc3ccccc23)cc1S(=O)(=O)N1CCOCC1	-4	16	1.3	0.0	5	4	101	2	0
Cc1ccc(CNC(=O)C2CC(=O)N(C3CCCCCC3)C2)cc1 (centres undefined)	5	-15	1.9	0.1	5	-1	92	2	4
O=C(N/C(=C\c1ccccc1)C(=O)N1CCOCC1)c1ccccc1Cl	1	-11	-2.7	0.0	-4	-2	121	-1	4
Cc1ccc2oc(-c3ccc(C)c(NC(=O)Cc4cccs4)c3)nc2c1	3	-3	-2.9	0.1	-6	11	106	-14	-3
O=C(c1ccc(NS(=O)(=O)c2cccc([N+](=O)[O-])c2)cc1)N1CCCCCC1	3	5	-2.8	-0.3	16	1	100	-3	0
O=C(O)CN1c2cccc3cccc(c23)S1(=O)=O	10	5	2.5	0.2	-8	2	96	5	26
Cc1nn(-c2cc(N3CCCCC3)ccc2N)c(=O)c2ccccc12	6	4	1.0	-0.1	5	-2	93	1	5
Oc1ccc(/C=N/Nc2ccnc3cc(Cl)ccc23)c(O)c1	0	-10	2.6	-0.4	10	-43	105	4	16
CCOc1ccc2nc(/N=C/c3c(C)[nH]n(-c4ccccc4)c3=O)sc2c1	2	2	-1.8	0.0	7	5	100	1	-9
O=C(Cc1ccc([N+](=O)[O-])cc1)NC(C(=O)O)C(O)c1cccc([N+](=O)[O-])c1 (centres undefined)	5	-14	-0.7	-0.1	0	6	100	-5	8
Cc1cc(OCCCCN2C(=O)NC(C)(C)C2=O)cc(C)c1Cl	3	-6	-0.9	0.1	11	5	104	-7	9

In another format: results already given
Sequence of screens: Bcl-xL primary	ZTA counter	MEX-5 binding	Efflux pump mplx	EBNA-1 inh	GLD-1 RNA inh	Yeast superoxide	Fam108B counter	MCL1 BIM primary
> Cc1ccc(CNC(=O)C2CC(=O)N(C3CCCCCC3)C2)cc1 (centres undefined)
    5	-15	1.9	0.1	5	-1	92	2	4
> O=C(N/C(=C\c1ccccc1)C(=O)N1CCOCC1)c1ccccc1Cl
    1	-11	-2.7	0.0	-4	-2	121	-1	4
> Cc1ccc2oc(-c3ccc(C)c(NC(=O)Cc4cccs4)c3)nc2c1
    3	-3	-2.9	0.1	-6	11	106	-14	-3
> O=C(c1ccc(NS(=O)(=O)c2cccc([N+](=O)[O-])c2)cc1)N1CCCCCC1
    3	5	-2.8	-0.3	16	1	100	-3	0
> O=C(O)CN1c2cccc3cccc(c23)S1(=O)=O
    10	5	2.5	0.2	-8	2	96	5	26
> Cc1nn(-c2cc(N3CCCCC3)ccc2N)c(=O)c2ccccc12
    6	4	1.0	-0.1	5	-2	93	1	5
> Oc1ccc(/C=N/Nc2ccnc3cc(Cl)ccc23)c(O)c1
    0	-10	2.6	-0.4	10	-43	105	4	16
> CCOc1ccc2nc(/N=C/c3c(C)[nH]n(-c4ccccc4)c3=O)sc2c1
    2	2	-1.8	0.0	7	5	100	1	-9
> O=C(Cc1ccc([N+](=O)[O-])cc1)NC(C(=O)O)C(O)c1cccc([N+](=O)[O-])c1 (centres undefined)
    5	-14	-0.7	-0.1	0	6	100	-5	8
> Cc1cc(OCCCCN2C(=O)NC(C)(C)C2=O)cc(C)c1Cl
    3	-6	-0.9	0.1	11	5	104	-7	9

Continuation.
canonical_smiles	Bcl-xL primary	ZTA counter	MEX-5 binding	Efflux pump mplx	EBNA-1 inh	GLD-1 RNA inh	Yeast superoxide	Fam108B counter	MCL1 BIM primary
Cn1c(C(=O)NN)cc2cc(Oc3ccccc3)ccc21	4	5	-0.5	-0.1	-5	10	104	-6	6
S=c1nc(-c2ccco2)[nH][nH]1	2	-9	-4.1	0.0	13	1	94	-3	7
CCc1cccc(NC(=O)CCNS(=O)(=O)c2cc(Br)cnc2N)c1	6	-3	1.1	-0.1	8	1	89	3	-1
CC1(C)C[C@H](O)[C@]2(CO)CC[C@]3(C)C(=CCC4[C@@]5(C)CC[C@H](O)C(C)(C)C5CC[C@]43C)[C@@H]2C1 (some centres undefined)	4	-8	nt	0.5	-4	-9	93	3	5
O=C(O)/C=C/C(=O)Nc1ccc(N2CCOCC2)nc1N1CCOCC1	39*	5	-6.9	-0.1	5	29	115	-1	31
COc1ccccc1N(CC(=O)NC(C)(C)C)S(=O)(=O)c1cccs1	3	7	0.5	-0.1	1	-2	108	-1	3
CSc1nc(C)c(CCOC(=O)c2ccccc2)c(=O)[nH]1	8	-12	-0.6	0.1	-17	5	108	5	3
CC(=O)c1ccc(NC(=O)C(C)Nc2ccc(Cl)cc2)cc1 (centres undefined)	1	-11	1.7	0.0	-8	1	100	1	4
COc1cccc(COC(=O)Cc2ccc(S(=O)(=O)N3CCOCC3)s2)c1OC	7	15	nt	0.2	nt	1	116	nt	8
COC(=O)[C@@]1(Cc2ccc(OC)cc2)[C@H]2c3cc(C(=O)N4CCCC4)n(C[C@H](O)CO)c3C[C@H]2CN1C(=O)c1ccccc1	3	-9	-3.5	-0.1	9	5	109	-1	-1
N#Cc1c(N)nc2c(c1N)CC(CO)O2 (centres undefined)	8	-9	0.2	0.0	-6	-1	96	1	-3
CC(C)CC(CO)N1CCN(C(=O)c2cccc(Cl)c2)CCC1=O (centres undefined)	9	24	0.7	0.0	3	3	97	-2	1

Following part.
canonical_smiles	Bcl-xL primary	ZTA counter	MEX-5 binding	Efflux pump mplx	EBNA-1 inh	GLD-1 RNA inh	Yeast superoxide	Fam108B counter	MCL1 BIM primary
Cc1[nH]c(C)c(S(=O)(=O)NCc2ccc(F)cc2)c1C(=O)N1CCCCC1	3	13	-0.7	-0.1	-3	-2	99	2	6
O=C(CCC1CCCC1)Nc1nnc(-c2ccc3c(c2)OCO3)s1	7	7	nt	-7.1	15	6	119	-2	9
Cc1nn(-c2ccc(C(=O)O)cc2)c(C)c1Cl	3	-22	1.6	0.1	2	1	98	-4	1
O=C(CN(CC1CCCO1)C(=O)CNS(=O)(=O)c1ccc(Cl)cc1)NC1CCCC1 (centres undefined)	4	-15	3.5	-0.1	-7	0	104	0	1
C=CCOC(=O)/C(=C\c1ccccc1)NC(=O)c1ccco1	3	8	0.4	4.0	-5	-2	99	3	5
COC(=O)c1ccc(CO/N=C/c2ccccc2OC)cc1	0	-7	2.8	0.0	-19	1	116	9	-4
Cc1nc(-c2ccc(NC(=O)CC(C)C)cc2)cs1	6	-4	-1.4	0.0	0	4	96	1	-5
OCC[C@@H]1C[C@@H](O)[C@H](O)[C@]2(OCCc3ccccc32)O1	7	-7	0.0	-0.1	10	-2	96	2	0
CCc1nnc(NC(=O)CCC(=O)N2CCN(Cc3ccccc3)CC2)s1	1	6	0.2	0.1	8	-4	95	-1	-1
CCNc1nc(N)nc(Oc2ccc(C(=O)OC)cc2)n1	8	-3	0.8	0.0	6	1	91	8	1
O=C(CCn1[nH]c(=O)c2ccccc2c1=O)OC1CCCCC1	-3	-1	1.2	0.0	7	4	85	-2	-8
Cc1cc(=O)[nH]c(SCC(=O)c2ccccc2)c1C#N	-4	7	-1.2	0.0	-1	-9	104	2	-3

Next section:
canonical_smiles	Bcl-xL primary	ZTA counter	MEX-5 binding	Efflux pump mplx	EBNA-1 inh	GLD-1 RNA inh	Yeast superoxide	Fam108B counter	MCL1 BIM primary
CC(CNC(=O)CN1C(=O)CCSc2ccccc21)c1ccccc1 (centres undefined)	2	9	2.8	-0.2	1	-3	106	0	-3
Cc1cc(C)n(CC(C)NCc2cn[nH]c2-c2ccc(C)c(C)c2)n1 (centres undefined)	7	-1	2.3	0.0	7	5	95	-2	8
O=C1C=C(N2CCOCC2)c2ccccc2C1=O	0	54*	-3.4	0.1	-5	1	120	58*	0
CS(=O)(=O)N(CC(=O)NCc1ccco1)Cc1ccc(Cl)cc1	4	13	3.7	-0.1	7	4	80	5	10
COc1cccc(NC(=O)N(Cc2ccco2)C(C)c2cccs2)c1 (centres undefined)	5	6	-0.9	0.0	10	5	96	-4	19
c1cnc(N2CCN(c3nc4ccccc4n4cnnc34)CC2)nc1	8	-15	5.2	-0.1	6	4	121	-1	5
CC1(C)Cc2ccccc2/C(=C/C(=O)N2CCCCCC2)N1	10	-12	-2.1	0.0	4	3	122	-1	10
O=C(CSc1nc(-c2ccccc2)nc2ccccc12)Nc1nccs1	-1	2	-1.1	0.1	7	-2	112	-18	0
CC(=O)c1cccc(NC(=O)C(OC(=O)c2cccc(S(=O)(=O)N(C)c3ccccc3)c2)c2ccccc2)c1 (centres undefined)	-1	-8	2.8	1.4	-14	-7	96	-32	-10
COc1ccc(-c2c(C#N)c(SCC(N)=O)nc3c2CCCC3)cc1	10	8	-1.9	0.0	9	6	101	-1	5
CSCCC(=O)N1CCC(CCC(=O)NC2CC2)CC1	6	-4	0.0	-1.3	5	8	103	3	7
Cc1c(/C(O)=C2/C(=O)C(=O)N(Cc3cccnc3)C2c2ccccn2)cnn1-c1ccccc1 (centres undefined)	0	-33	1.6	0.0	6	7	87	-2	-3

The list goes on:
canonical_smiles	Bcl-xL primary	ZTA counter	MEX-5 binding	Efflux pump mplx	EBNA-1 inh	GLD-1 RNA inh	Yeast superoxide	Fam108B counter	MCL1 BIM primary
O=C(Oc1ccc(Br)cc1C(=S)N1CCOCC1)c1cccc([N+](=O)[O-])c1	4	1	2.3	0.0	5	3	100	0	7
COc1cccc(N2CCN(c3ccc4nnc(CCC(=O)Nc5ccc(F)cc5F)n4n3)CC2)c1	6	-16	nt	0.0	3	4	101	-3	6
CC(=O)N1c2ccccc2C(=O)C1N1CCCCC1 (centres undefined)	65*	-8	-4.4	0.0	-3	58*	110	-3	69*
CC(C)c1ccc(N2C(=O)CC(NNC(=O)c3ccccc3Cl)C2=O)cc1 (centres undefined)	-2	-16	-1.3	0.0	-7	-3	83	-2	1
